Source: PubChem BioAssay
NPY-Y1 PAM-ag = NPY-Y1 receptor potentiators or agonists, primary screen, cell-based; NPY-Y1 expressing cells, potentiator/agonist activation; activation, % at 3.6 µM; actives 0.37% (n = 220,000); in the data active = activation above about 33%, passing the limit was not always enough;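 note: cells stimulated with NPY at EC10 then isoproterenol at EC100; 0% = low agonist plus stimulus and 100% = saturating agonist plus stimulus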
Target sequence (P25929 whole entry, looked up): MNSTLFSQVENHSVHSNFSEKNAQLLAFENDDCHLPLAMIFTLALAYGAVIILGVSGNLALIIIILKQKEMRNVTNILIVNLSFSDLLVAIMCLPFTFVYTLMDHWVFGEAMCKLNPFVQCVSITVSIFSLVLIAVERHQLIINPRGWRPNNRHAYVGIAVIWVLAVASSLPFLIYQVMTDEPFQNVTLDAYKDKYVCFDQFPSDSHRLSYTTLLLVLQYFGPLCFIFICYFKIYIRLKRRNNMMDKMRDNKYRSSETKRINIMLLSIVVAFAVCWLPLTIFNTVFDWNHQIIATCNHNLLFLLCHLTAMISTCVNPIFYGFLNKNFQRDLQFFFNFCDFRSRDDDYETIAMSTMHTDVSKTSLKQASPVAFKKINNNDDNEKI
EP2 mod = EP2 receptor modulators, cAMP readout, primary screen, cell-based, HTRF cAMP, PGE2 stimulation | EP2-expressing cells, cAMP HTRF FRET, PGE2 co-stimulation | induction, % at 25 µM | actives 0.83% (n = 260,000) | AID 940, 2007;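 active = compounds whose cAMP rise, as percent of the full-agonist control response, exceeds 60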;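 note: rat C6 glioma line stably carrying human EP2 under a CMV promoter; the protocol text gives 20 µM as final concentration; 100% = response of wells given 1 µM PGE2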
NPY Y1 blocker = NPY-Y1 receptor antagonists, primary screen, cell-based | HEK293-CNG Y1 cells, membrane potential fluorescence; NPY at EC95, then isoproterenol | inhibition, % at 3.6 µM | actives 1% (n = 200,000) | AID 1040, 2008;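 active = inhibition above the campaign mean inhibition of all tested compounds plus 3 SD, cut at about 20% in these data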;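 note: 0% = DMSO wells given NPY plus isoproterenol and 100% = isoproterenol alone without NPY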
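Material: HEK293 Y1/CNG channel cell line | Also added: NPY (25 nM), isoproterenol (1 µM), Ro 20-1724 (25 µM) | Compound: One concentration, 3.6 µM, in 0.4% DMSO | Schedule: 3 h dye uptake, 1 h room-temperature compound, 45 min post-isoproterenol | Signal: Membrane-potential fluorescent dye readout | Read-out: % inhibition of NPY effect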
14-3-3 Bad PPI = inhibitors of 14-3-3 zeta/Bad binding, primary screen, biochemical, TR-FRET, bovine 14-3-3 zeta; 14-3-3 protein zeta/delta (Bos taurus), P63103; actives 0.71% (n = 220,000); TR-FRET 14-3-3zeta/Dy647-pBad peptide displacement, 1 h; inhibition, % at 21.7 µM;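 active = inhibition above about 70%, limit read from the data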;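 note: 0% = full 14-3-3 plus peptide FRET controls and 100% = background without 14-3-3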
TRPML3 ag = human TRPML3 channel agonists, primary screen, cell-based, HEK293 TRPML3-YFP, Fluo-8 calcium fluorescence, 3 µM | 100% = the carbachol control signal | activation, % at 3 µM | actives 0.29% (n = 220,000);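 active = activation above its plate's cutoff, the mean activation of the plate's test wells plus 3 SD, cut at about 12% in these data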;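 note: 0% = DMSO only wells and 100% = carbachol wells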
Target sequence (Q8TDD5 whole entry, looked up): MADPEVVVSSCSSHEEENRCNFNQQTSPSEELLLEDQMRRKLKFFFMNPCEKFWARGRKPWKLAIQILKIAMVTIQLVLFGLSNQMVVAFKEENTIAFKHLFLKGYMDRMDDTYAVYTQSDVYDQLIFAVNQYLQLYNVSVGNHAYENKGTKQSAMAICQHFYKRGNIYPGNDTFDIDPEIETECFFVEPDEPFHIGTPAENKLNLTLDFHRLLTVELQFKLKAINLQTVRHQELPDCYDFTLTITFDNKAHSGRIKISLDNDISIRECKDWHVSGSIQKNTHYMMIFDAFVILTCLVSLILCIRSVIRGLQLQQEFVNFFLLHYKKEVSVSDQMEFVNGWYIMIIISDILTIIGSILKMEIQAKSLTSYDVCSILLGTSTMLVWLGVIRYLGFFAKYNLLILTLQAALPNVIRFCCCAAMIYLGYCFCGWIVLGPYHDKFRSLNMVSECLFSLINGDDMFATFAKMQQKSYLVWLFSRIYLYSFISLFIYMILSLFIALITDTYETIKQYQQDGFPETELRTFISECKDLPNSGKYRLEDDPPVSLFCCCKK
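Material: TRPML3-YFP stable HEK293 cells | Dosing: One concentration, 3 µM nominal, 0.3% DMSO | Timing: 125 s total fluorescence read per well | Technique: Fluo-8 calcium dye fluorescence, ex 470-495, em 515-575 nm | Measure: Percent activation from peak-to-basal fluorescence ratio, scaled between DMSO and carbachol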
zfTRPN1 agonist = zebrafish TRPN1 channel agonists, primary screen, cell-based, HEK293, calcium fluorescence; activation, % at 3 µM; AID 1424, 2008; HEK293 zebrafish TRPN1-YFP, Fluo-8 calcium fluorescence; 100% = response to 87 µM carbachol; actives 0.18% (n = 220,000);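 active = activation above its plate's cutoff, the mean activation of test wells on that plate plus 3 SD, cut at about 19% in these data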;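 note: 0% = DMSO alone and 100% = 87 µM carbachol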
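Assay system: Zebrafish TRPN1-YFP in HEK293 cells | Incubation: Dye loading 1 h at 37 °C, then 30 min room temperature | Measured by: Kinetic Fluo-8 fluorescence, ex 470-495, em 515-575 nm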
CHOP inhibitor = inhibitors of CHOP promoter induction, primary screen, cell-based, unfolded protein response, luciferase reporter. CHO-K1 CHOP-promoter luciferase, tunicamycin-induced, 15-18 h. inhibition, % at 10 µM. actives 3.8% (n = 220,000). AID 2732, 2010;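 active = compounds that reduced the stress-induced luciferase reporter signal by more than about 70% of percent inhibition, limit read from the data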;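 note: 0% = tunicamycin plus vehicle and 100% = wells without tunicamycin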
PPC-1+TRAIL kill = compounds killing PPC-1 cancer cells with TRAIL present, primary screen, TRAIL potentiator project, ATPLite luminescence, uHTS; actives 0.41% (n = 220,000); AID 1443, 2008; cell killing (% activity), % at 4 µM; PPC-1 cells + TRAIL, ATPLite viability luminescence;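 active = cell killing above 50% in the first pass at 4 µM, then a duplicate retest at 5 µM averaging 50% or more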;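 note: plate controls were cells with TRAIL plus DMSO for no effect and medium-only wells lacking cells for full effect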
EP2 antag = human EP2 receptor antagonists, primary screen, TR-FRET cAMP, C6 glioma cells; Prostaglandin E2 receptor EP2 subtype (Homo sapiens), P43116; C6 glioma cells expressing human EP2; cells stimulated with saturating PGE2; inhibition, % at 25 µM; actives 0.52% (n = 260,000); AID 1422, 2008;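 active = percent inhibition above 40 after rounding to a whole number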;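 note: rat C6 glioma host cells with rolipram phosphodiesterase inhibitor present; the protocol text gives 20 µM as final concentration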
* = called active by the depositor; nt = no result given; & = joins results of further samples; [ ] = dose if it differs, or a comment. Some of the compounds tested. The share of hits here may be higher or lower than overall.

SMILES	NPY-Y1 PAM-ag	EP2 mod	NPY Y1 blocker	14-3-3 Bad PPI	TRPML3 ag	zfTRPN1 agonist	CHOP inhibitor	PPC-1+TRAIL kill	EP2 antag
O=C(c1ccccc1)c1ccc(Oc2ncccn2)cc1	20.1	-30.5	0.4	-9.2	-0.3	0.7	-7.5	5.2	5.6
Cc1ccc(N2C(=O)CN(Cc3sccc3C)C2=S)cc1C	-25.8	-10.7	-5.0	5.6	-0.7	-0.8	26.2	4.8	3.2
Cc1cc(C)c2cc(CN(Cc3cccs3)Cc3nnnn3CC3CCCO3)c(=O)[nH]c2c1 (configuration not stated)	-44.0	26.9	6.9	9.8	-0.7	0.4	76.0*	-12.6	5.6
Cc1ccc(NC(=O)COC(=O)CCc2ccc(S(=O)(=O)N3CCOCC3)cc2)cc1F	16.6	-20.0	1.2	-18.2	3.1	5.6	2.9	20.1	1.3
CCOC(=O)N1CCC(NC(=O)C2CCN(S(=O)(=O)c3ccc4c(c3)oc(=O)n4C)CC2)CC1	-6.2	4.8	7.0	-11.7	0.9	1.0	-6.8	0.5	9.1
Cc1ccc(Cl)cc1NC(=S)N(CCCN1CCOCC1)Cc1ccccn1	-5.7	2.1	3.6	-9.3	0.2	0.9	6.1	27.7	4.7
Cc1ccc(NC(=O)CSc2nnc(CNC(=O)c3c(F)cccc3Cl)o2)cc1	8.8	1.8	3.1	9.8	-0.5	-0.7	12.8	10.7	12.3
O=C(COC(=O)[C@H](Cc1c[nH]c2ccccc12)NC(=O)c1cccs1)NCc1ccccc1	-12.2	-27.5	-5.2	5.3	0.5	1.2	25.6	-3.7	3.7
Cc1ccc(CCSc2ccc(C(C)C)cc2)cn1	-16.2	-19.7	0.0	-2.0[fluorescence artefact?]	0.8	-2.2	62.6	-10.3	7.3
CCOC(=O)C1(Cc2ccc(Cl)cc2)CCN(C(=O)c2cnc(C)cn2)CC1	14.1	14.5	nt	-3.3	0.2	-0.6	6.8	20.1	8.4
Cc1cc2cc3c(cc2nc1SCc1ccccn1)OCCO3	-36.0	40.9&7.2	3.2	-0.7[fluorescence artefact?]	0.4	-0.2	16.1	10.3	26.5&15.8
Cc1ccccc1CCNC(=O)C1CCN(S(=O)(=O)c2ccc(-n3cnnn3)cc2)CC1	13.4	-16.3&-73.2	-0.9	-7.9	1.0	0.9	-7.5	43.3	-6.0&17.1
Cc1cccc(N2CCN(C3=NC(=O)C(Cc4ccccc4)S3)CC2)c1 (configuration not stated)	-6.0	6.6	9.6	0.8	-0.8	-2.6	32.7	-3.8	11.9
CC(C)CC(C(=O)Oc1ccc2c3c(c(=O)oc2c1)CCC3)N1C(=O)c2ccccc2C1=O (configuration not stated)	-15.4	56.8	-2.5	-16.0	-0.2	2.0	-4.7	-22.1	nt
CSc1nsc(SCC(=O)Nc2c(C)n(C)n(-c3ccccc3)c2=O)n1	-1.3	20.3	-1.1	-12.6[fluorescence artefact?]	0.7	0.1	7.6	-12.2	6.1
CC1CCCC(n2cnc3cc(C(=O)O)ccc32)C1C (configuration not stated)	21.2	25.3	4.0	-3.1	0.9	1.1	-13.1	nt	11.8
CCOc1ccc(NC(=O)C2CCN(S(=O)(=O)c3c(C)n[nH]c3C)CC2)cc1	-8.8	-9.1	-6.8	-4.5[fluorescence artefact?]	0.3	0.6	9.7	13.2	12.7
Cc1cc(C(=O)COC(=O)c2ccc(Br)o2)c(C)n1C	-7.7	-13.0	-2.9	-9.7	-0.4	-0.3	-23.8	12.0	2.4
CC1CN(C(=S)NC(=O)c2ccc([N+](=O)[O-])cc2)CC(C)O1 (configuration not stated)	1.6	14.8	0.6	-4.2	-0.1	-0.8	-30.4	10.3	10.2
COc1ccc(-c2nc3cc(NC(=S)NC(=O)Cc4ccccc4)ccc3o2)cc1	-7.8	-3.8	-0.2	-7.4	0.1	1.7	23.2	-3.7	13.4
CC1SC(=NC(=O)c2ccco2)NC1=O (configuration not stated)	-0.1	13.4	-2.7	-8.0	0.3	0.2	7.8	0.3	4.4
CCN(CC)C(=O)Cn1cc(C(=O)C(=O)N2CC=C(c3ccccc3)CC2)c2ccccc21	13.3	14.6	-2.2	-8.7	-0.3	-0.8	16.3	7.1	12.2
Cc1nc(N(C)Cc2ccccc2)c2nnn(Cc3ccccc3)c2n1	24.8	36.0	-1.7	5.3	-0.2	-3.1	-5.7	20.5	4.5
Cc1cc2nc(/N=C(\N)NC(=O)N3c4ccccc4Sc4ccccc43)nc(C)c2cc1C	1.9	6.8	0.7	-12.0	0.6	1.4	37.5	20.2	5.2

Random excerpt: three records from the list.
SMILES	NPY-Y1 PAM-ag	EP2 mod	NPY Y1 blocker	14-3-3 Bad PPI	TRPML3 ag	zfTRPN1 agonist	CHOP inhibitor	PPC-1+TRAIL kill	EP2 antag
CC1CN(C(=S)NC(=O)c2ccc([N+](=O)[O-])cc2)CC(C)O1 (configuration not stated)	1.6	14.8	0.6	-4.2	-0.1	-0.8	-30.4	10.3	10.2
CC(C)CC(C(=O)Oc1ccc2c3c(c(=O)oc2c1)CCC3)N1C(=O)c2ccccc2C1=O (configuration not stated)	-15.4	56.8	-2.5	-16.0	-0.2	2.0	-4.7	-22.1	nt
CSc1nsc(SCC(=O)Nc2c(C)n(C)n(-c3ccccc3)c2=O)n1	-1.3	20.3	-1.1	-12.6[fluorescence artefact?]	0.7	0.1	7.6	-12.2	6.1

(next part)
SMILES	NPY-Y1 PAM-ag	EP2 mod	NPY Y1 blocker	14-3-3 Bad PPI	TRPML3 ag	zfTRPN1 agonist	CHOP inhibitor	PPC-1+TRAIL kill	EP2 antag
Cc1cc(OC2CCCCC2)nc(NCc2ccccc2)n1	-11.2	66.0*	nt	5.3	-0.7	-2.5	51.8	-3.8	6.8
CC(C)Cn1c(N)c(C(=O)COC(=O)CC23CC4CC(CC(C4)C2)C3)c(=O)n(C)c1=O	21.3	-6.2	-3.4	-0.3[fluorescence artefact?]	1.1	1.2	98.0*	11.3	34.5
Cc1ccc(NC(=O)CCn2cccc2)cc1	35.4	-1.9	-0.7	-19.0	0.5	1.0	-4.6	7.7	5.8
CCCn1nc2cc(C(=O)NCCc3ccc(C)cc3)ccc2c1OCC	-8.7	-37.1	3.6	18.4	-0.3	0.0	14.9	14.4	-6.7
C=CCNCC#CCOc1ccc(OC)cc1	-11.7	4.6	2.4	64.4	0.2	0.2	-5.2	-34.5	8.8
O=C(O)CC(Cc1ccc(Cl)cc1)C(=O)Nc1ccc([N+](=O)[O-])cc1 (configuration not stated)	-17.9	10.7	6.2	11.4	0.1	-0.3	-15.6	8.0	0.6
CC(C)NC(=S)NN=C1c2ccccc2-c2ccccc21	-46.4	18.2	15.3	-2.4	-0.3	-1.5	-9.9	16.6	11.8
Cc1cccc(-n2c(=O)c3c(n4cnnc24)-c2ccccc2CC32CCCCC2)c1	3.2	37.9	-6.8	-7.0	0.9	0.5	64.5	6.2	5.8
O=C(Nc1ccc(S(=O)(=O)N2CCCC2)cc1)c1cccnc1	18.7	-1.3	3.4	-18.4[fluorescence artefact?]	1.4	0.5	37.5	26.9	16.1
O=c1[nH]cc(NCCc2ccccc2)c(=O)[nH]1	-2.0	-15.1	1.5	-6.3	1.0	-0.2	-5.1	21.7	5.7
CCCCOc1ccc(CONS(=O)(=O)c2ccc(NC(C)=O)cc2)cc1Cl	18.9	1.5	-7.7	12.2[fluorescence artefact?]	-0.2	2.6	68.0	-5.0	6.7
CCN(C(=O)CSc1nnc(-c2ccncc2)n1C)C1CCS(=O)(=O)C1 (configuration not stated)	16.3	12.7	7.0	-7.2[fluorescence artefact?]	0.7	-0.2	-3.4	25.7	7.1
CCC(C(=O)Nc1nc(C)c(C(=O)OC)s1)c1ccccc1 (configuration not stated)	5.7	38.1	10.4	-5.3	-0.7	-2.5	21.4	5.6	0.8
CCc1ccc(-c2csc(NC(=O)Oc3ccccc3)n2)cc1	13.2	22.6	-0.1	1.2[fluorescence artefact?]	-0.4	-0.9	19.6	17.7	18.7
C=C1C(C(=O)Nc2cccc(OC)c2)C1C(=O)Nc1cccc(OC)c1 (configuration not stated)	-8.5	-45.8	-0.3	-2.8	0.0	-0.3	28.4	8.8	16.4
Cc1cc(C(F)(F)F)nn1Cc1n[nH]c(=S)n1-c1ccc(Cl)cc1	6.8	-1.8	1.6	27.5	1.0	8.2	-10.7	20.7	nt
CC(C(=O)O)c1ccc(N2Cc3ccccc3C2=O)cc1 (configuration not stated)	14.8	-13.8&20.1	-2.5	-7.6	0.3	1.9	28.1	23.1	11.5&13.7
CN(C(=O)COC(=O)/C=C/c1cn(-c2ccccc2)nc1-c1ccc2c(c1)OCCO2)C1CCS(=O)(=O)C1 (configuration not stated)	7.3	-6.3	4.7	10.2	1.2	1.2	-13.1	24.9	1.6
COc1ccc(-n2nnnc2SCC(=O)c2ccc3c(c2)OCCO3)cc1	-13.7	-23.4	3.8	-2.4	0.7	1.3	-16.0	7.1	31.1
Cc1cc(C(=O)N2CCN(c3ncccc3C#N)CC2)no1	-6.7	5.2	nt	-0.3	0.4	0.8	5.2	16.4	14.0
COc1ccc(/C=C/C2=CC(C)(C)NC(=S)N2)cc1	5.7	-45.5	-4.1	1.4	-0.3	-0.8	0.2	5.1	9.0
O=C(CNC(=O)c1ccc(Oc2ccccc2)cc1)OCc1ccc(Br)cc1	-11.9	37.9	4.9	-2.3	0.7	-0.6	45.2	12.6	4.6
CCn1c2ccccc2c2nnc(SCC(=O)Nc3cc(C)on3)nc21	-11.6	-4.4	4.5	-6.4	0.5	0.1	24.9	0.9	10.7
COc1cc(OC)cc(C(=O)N[C@H](C(=O)Nc2ccc(S(=O)(=O)N(C)C)cc2)C(C)C)c1	-12.4	-9.9	0.5	-1.3	-0.7	-2.3	42.1	14.3	6.5
COc1cc(OC)cc(C(=O)NCCNC(=O)c2ccco2)c1	-7.3	-36.0&8.0	-2.2	-3.2	0.5	0.9	16.9	-7.9	12.8&14.9
COc1cc(/C=N/N2CCN(C3c4ccccc4-c4ccccc43)CC2)cc(OC)c1OC	-20.7	18.8	5.9	-11.8	0.2	2.1	41.1	19.9	7.3
O=Nc1c2ccc[nH]c-2c2ccc([N+](=O)[O-])cc12	19.2	-1.2	-0.4	-8.9	0.6	2.1	31.1	-1.9	4.7
